Screens as filed in PubChem BioAssay.
ADAM17 inh: inhibits human ADAM17 | P78536 | recombinant ADAM17, EDANS/DABCYL FRET peptide cleavage | inhibition, % at 6.95 µM | actives 0.83% (n = 370,000) | AID 720648;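 active means inhibition above the mean of compounds lying between control limits plus 3 SD, set per campaign, cut at about 8.5% in these data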;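 further: 0% = DMSO-only wells as the low control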
ARFGAP1 inh: inhibits rat ARF GTPase activating protein 1; AID 651572; Arfgap1-stimulated ARF1 GTP hydrolysis, GDP FP detection; actives 0.26% (n = 360,000); Q62848; inhibition, % at 16.5 µM;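 active means inhibition above a per-plate limit, mean inhibition of low control wells plus 3 SD, cut at about 25% in these data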;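 further: 0% = DMSO wells with enzyme and 100% = wells lacking Arfgap1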
Target sequence (Q62848 1-136 limits assumed): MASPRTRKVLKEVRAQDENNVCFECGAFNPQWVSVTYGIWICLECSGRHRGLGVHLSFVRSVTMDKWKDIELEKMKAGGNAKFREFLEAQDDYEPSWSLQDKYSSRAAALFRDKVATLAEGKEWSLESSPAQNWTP
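material = rat Arfgap1 catalytic domain, aa 1-136 | also added = human ARF1(Δ1-17)-GTP substrate | compound dosing = one concentration, 16.5 µM, DMSO 1.26% | times = GTP hydrolysis reaction 2 h at 25 °C | measured by = FP, GDP Alexa 633 tracer displaced from anti-GDP antibody, 620/688 nm | evaluation = percent inhibition of Arfgap1-stimulated GTP hydrolysis | replication = single well per compound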
ASAP1 GAP inh: blocks human ASAP1-stimulated Arf1 GTP hydrolysis; inhibition, % at 16.5 µM; Q9ULH1; AID 624377; actives 0.19% (n = 360,000); GDP FP detection; in the data active means inhibition above about 25%;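 further: 0% = vehicle with enzyme and substrate and 100% = no enzyme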
Tn6 DDE FP: inhibitors of Tn6 peptide binding to human fibrin DD(E). P02675. AID 720509. actives 0.21% (n = 370,000). Fibrin DD(E) TRITC-Tn6 fluorescence polarization displacement. inhibition, % at 8.3 µM;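 active means inhibition above a per-campaign cutoff: mean of compounds within control limits plus 3 SD, cut at about 15% in these data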;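 further: 0% = median of all compound wells on the plate and 100% = blocking peptide control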
Tn7 DDE FP: disrupts Tn7 cyclic peptide binding to fibrin D-Dimer-E complex | actives 0.13% (n = 370,000) | AID 720508 | FP displacement of FITC-Tn7 peptide from fibrin DD(E); 0% = median of compound wells per plate | P02675 | inhibition, % at 8.3 µM;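 active means inhibition above the mean of compounds falling within the control limits plus 3 SD of them, cut at about 14% in these data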;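 further: 0% = plate median of compound wells and 100% = 10 µM Aha-Tn7 peptide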
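Assay system: human fibrin DD(E). Input: DD(E) 2 µM final. Medium: Tris buffer with calcium and detergent, pH 7.8. Compound dosing: single point at 8.3 µM. Timing: 10 min plus 3 h, room temperature. Technique: fluorescence polarization of the labelled Tn7 tracer. Read-out: percent inhibition. Replicates: singlicate testing.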
TDP2 absorb: TDP2 (human) inhibition, absorbance primary screen; O95551; recombinant TDP2, T5PNP hydrolysis, p-nitrophenol absorbance 415 nm; inhibition, % at 12.8 µM; actives 0.34% (n = 370,000); AID 720702;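 active means inhibition above the mean of all tested compounds plus 3 SD, set per campaign, cut at about 25% in these data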;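 further: 0% = DMSO with enzyme and 100% = buffer with substrate but no TDP2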
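Test system: human TDP2 enzyme; Input: 120 nM TDP2 per well; Buffer or medium: Mg2+-containing Tris-HCl buffer, pH 7.5; Reagent: 5 mM T5PNP; Dosing: 12.8 µM single point, 1% DMSO; Incubation: reaction 2 h, 37 °C; Detection: p-Nitrophenol epi absorbance; Read-out: % inhibition relative to enzyme-containing and enzyme-free wells; Replicates: single well per compound.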
proKLK7 act: activators of human kallikrein-7 zymogen | P49862 | purified proKLK7, EDANS-DABCYL substrate fluorescence; 100% is mature enzyme control, 0% vehicle | activation, % at 7 µM | actives 0.9% (n = 370,000);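 active means activation above the mean of all tested compounds plus 3 SD, computed per campaign excluding outliers beyond control limits, cut at about 13% in these data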
Target sequence (P49862 whole entry, looked up): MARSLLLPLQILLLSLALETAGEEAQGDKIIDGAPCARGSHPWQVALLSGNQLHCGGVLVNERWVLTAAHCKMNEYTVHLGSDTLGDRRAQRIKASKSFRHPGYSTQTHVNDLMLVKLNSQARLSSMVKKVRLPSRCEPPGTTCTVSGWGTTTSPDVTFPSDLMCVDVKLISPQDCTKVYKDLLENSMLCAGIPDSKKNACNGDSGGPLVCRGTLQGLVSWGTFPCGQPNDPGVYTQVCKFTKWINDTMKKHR
ADAM10 inh: inhibits human ADAM10. recombinant ADAM10, EDANS/DABCYL FRET peptide cleavage, 3 h. inhibition, % at 7 µM. actives 0.62% (n = 370,000). AID 720582;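 active means inhibition above a per-campaign cutoff equal to the mean of compounds falling between control-based bounds plus 3 SD, cut at about 20% in these data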;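 further: 0% = DMSO wells while the 100% control is not disclosed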
Target sequence (O14672 214-748 limits assumed): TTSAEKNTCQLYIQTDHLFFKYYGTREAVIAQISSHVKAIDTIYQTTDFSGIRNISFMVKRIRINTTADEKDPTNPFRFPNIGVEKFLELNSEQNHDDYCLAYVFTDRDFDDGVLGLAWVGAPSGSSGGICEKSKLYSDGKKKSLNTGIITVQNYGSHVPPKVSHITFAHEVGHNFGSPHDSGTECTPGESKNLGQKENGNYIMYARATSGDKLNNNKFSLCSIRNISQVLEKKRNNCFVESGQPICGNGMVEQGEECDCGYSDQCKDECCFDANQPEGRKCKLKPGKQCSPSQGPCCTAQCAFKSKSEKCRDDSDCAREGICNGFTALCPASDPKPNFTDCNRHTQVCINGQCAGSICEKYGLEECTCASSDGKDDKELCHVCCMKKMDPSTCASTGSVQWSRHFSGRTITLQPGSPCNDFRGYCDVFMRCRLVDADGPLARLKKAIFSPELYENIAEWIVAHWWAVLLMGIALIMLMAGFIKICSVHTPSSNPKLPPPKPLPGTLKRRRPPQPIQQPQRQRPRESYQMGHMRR
LEDGF integ inh: blocks HIV-1 LEDGF/p75-dependent DNA integration | TR-FRET IN-LEDGF/p75 DNA integration, Eu/Cy5 | inhibition, % at 3.7 µM | actives 0.64% (n = 370,000) | AID 743269;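 active means inhibition above the screen-wide mean plus 3 SD, cut at about 13% in these data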;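 further: signal is the Cy5 over europium emission ratio at 671 and 618 nm; 0% = plate median of compound wells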
PLC-gamma1 inh: PLC-gamma1 (human) inhibition, primary screen. inhibition, % at 12.2 µM. actives 0.84% (n = 370,000). purified PLC-gamma1, fluorogenic substrate, fluorescence. P19174; in the data active means inhibition above about 9.5%
Starred values were filed as active, the others as inactive; i = inactive; . = not tested or not shown.

SMILES | ADAM17 inh | ARFGAP1 inh | ASAP1 GAP inh | Tn6 DDE FP | Tn7 DDE FP | TDP2 absorb | proKLK7 act | ADAM10 inh | LEDGF integ inh | PLC-gamma1 inh
COc1ccc(O)c(/C=N/NC(=O)c2ccc(N3CCCC3=O)cc2)c1 | -2 | 9 | -1 | 3 | 11 | 1 | -3.2 | 4 | -5 | -24
COc1cc(NC(=S)NCCO)c(OC)cc1Cl | -3 | 6 | 5 | -4 | -6 | 8 | 0.3 | -7 | -1 | 1
Cc1cc(C(=O)Nc2c(C)cccc2C)n(-c2ccccc2)n1 | -2 | 0 | -6 | 1 | -2 | -4 | -0.3 | -3 | 4 | 2
COc1cccc(Cn2cnc(-c3ccccc3OC)c2-c2ccco2)c1 | 5 | 11 | 5 | -4 | -3 | -11 | -0.6 | -10 | 5 | -29
CC(C)C[C@H](NC(=O)c1ccc(OC2CCN(C(=O)C3CC3)CC2)cc1)C(N)=O | -9 | 5 | -18 | -8 | 1 | -24 | -0.1 | -1 | 2 | 9.7*
O=C(COC(=O)c1cnc(Cl)c(Cl)c1)c1ccc(F)cc1 | -6 | 7 | -13 | 1 | 0 | 3 | -1.0 | -15 | 0 | 4
CN(CCO)c1ccc(/C=N/Nc2nncc3ccccc23)cc1 | 0 | 5 | 5 | -4 | 0 | 11 | -0.4 | 2 | 1 | -2
COc1cc(C2C(C#N)=C(N)Oc3n[nH]c(-c4ccccn4)c32)cc(OC)c1OC (centres undefined) | -4 | 18 | -16 | -2 | -6 | 11 | 1.4 | -17 | -3 | -5
O=C(NCc1ccco1)c1nnc(Cc2ccc(F)cc2)o1 | 1 | 3 | 0 | -4 | 1 | -10 | -0.3 | 7 | 4 | 8
O=C(CSc1nccc(=O)[nH]1)Nc1ccc(F)c([N+](=O)[O-])c1 | -3 | -7 | 9 | 9 | -4 | -4 | -0.1 | 6 | -2 | 2
COC(=O)[C@H]1C[C@@]2(n3ccc4ccccc43)c3ccccc3N[C@H]2N1 | -6 | . | . | 3 | -2 | 8 | -0.4 | -8 | -1 | -4
C=CCc1ccc(O)c(-c2cc(CC=C)ccc2O)c1 | -20 | -1 | -21 | -4 | -4 | 8 | -6.0 | -72 | -1 | -11

Given with values under each structure: entries from further up
Every second line gives: ADAM17 inh, ARFGAP1 inh, ASAP1 GAP inh, Tn6 DDE FP, Tn7 DDE FP, TDP2 absorb, proKLK7 act, ADAM10 inh, LEDGF integ inh, PLC-gamma1 inh
O=C(NCc1ccco1)c1nnc(Cc2ccc(F)cc2)o1
  1, 3, 0, -4, 1, -10, -0.3, 7, 4, 8
COc1cc(C2C(C#N)=C(N)Oc3n[nH]c(-c4ccccn4)c32)cc(OC)c1OC (centres undefined)
  -4, 18, -16, -2, -6, 11, 1.4, -17, -3, -5
CN(CCO)c1ccc(/C=N/Nc2nncc3ccccc23)cc1
  0, 5, 5, -4, 0, 11, -0.4, 2, 1, -2

Later entries
SMILES | ADAM17 inh | ARFGAP1 inh | ASAP1 GAP inh | Tn6 DDE FP | Tn7 DDE FP | TDP2 absorb | proKLK7 act | ADAM10 inh | LEDGF integ inh | PLC-gamma1 inh
CCN1C(=O)[C@H]2[C@@H](c3ccc(C)cc3)N3C(=O)N(c4cccc(F)c4)C(=O)[C@@]3(CC)[C@H]2C1=O | -4 | 1 | -2 | -1 | 4 | 4 | -0.6 | 1 | 1 | -4
Cc1nc2ncccn2c1-c1csc(NCc2ccco2)n1 | -13 | 4 | 8 | -8 | -2 | -8 | -0.7 | -77 | 5 | -58
CCc1ccc(NC(=O)CSc2n[nH]c(=O)n2C2CC2)cc1 | -5 | -12 | -8 | -7 | 0 | 1 | 0.3 | -1 | -6 | -3
CCn1cc(C(=O)N2CCN(c3ccccn3)CC2)c(=O)c2cc(S(=O)(=O)N3CCC(C)CC3)ccc21 | -1 | 10 | 4 | -8 | -2 | 3 | 0.0 | 2 | 3 | 3
Brc1cc(Br)c2ncnc(N3CCCCC3)c2c1 | 5 | -2 | -4 | -2 | 1 | -9 | 0.4 | 0 | 1 | 0
CC(=O)c1ccc(Nc2nc(C(N)CCc3ccccc3)cs2)cc1 (centres undefined) | -4 | -6 | 0 | -5 | -8 | -8 | 0.3 | -47 | 3 | -126
COc1ccccc1NS(=O)(=O)c1cccc(C(=O)N/N=C(/C)c2ccc(-n3ccnc3)cc2)c1 | -1 | 14 | -16 | 4 | 5 | 7 | 0.1 | -5 | -2 | -6
Brc1ccc([C@H]2CN3CCSC3=N2)cc1 | 0 | 7 | -12 | 1 | -1 | 5 | -0.5 | -7 | -3 | 0
COC(=O)CC/C(O)=C1/C(=N)CC(C)(C)CC1=O | -3 | -7 | -3 | 5 | 8 | -3 | 0.3 | 9 | -3 | 1
COc1cc(OC)cc(C(=O)NNC(=O)c2ccc(S(=O)(=O)N3CC(C)OC(C)C3)cc2)c1 (centres undefined) | -1 | -10 | 2 | 1 | -1 | 6 | -0.3 | 6 | 2 | 6
CC1CCN(C(=O)CCCOc2ccc(Cl)cc2)CC1 | -2 | -9 | -4 | 10 | 3 | -2 | 0.3 | -4 | -2 | 0
CCOc1ccc(NC(=O)COc2ccc(C(=O)NCc3cccnc3)cc2OC)cc1 | -2 | 5 | -14 | 2 | -5 | 16 | 0.0 | 2 | 0 | -3
COCCNC(=O)C1CC2Cn3c(nc4ccccc43)C2N1C (centres undefined) | 0 | 5 | -5 | 5 | 1 | -4 | -0.5 | 0 | -1 | 2
COc1ccc(N2C(=O)CC(NNc3nc4ccccc4s3)C2=O)cc1 (centres undefined) | -4 | 2 | 8 | -9 | -4 | 14 | 0.4 | -9 | -2 | 0
Fc1ccc(-c2cc(C(F)(F)F)nc(NCc3cccs3)n2)cc1 | -2 | 17 | -6 | -3 | 0 | -7 | -0.7 | -20 | 2 | -11
CCn1c(=O)c([N+](=O)[O-])c(NCCCn2ccnc2)c2ccccc21 | -1 | 7 | -4 | 1 | -1 | -17 | -0.4 | -3 | 1 | -3
CN(C(=O)c1ccc(NC(=O)Cc2ccc(NC(=O)C3CCN(C(=O)CCc4ccccc4)CC3)cc2)cc1)C1CC1 | 4 | 5 | 9 | -1 | -5 | 3 | 0.6 | -5 | -1 | -4
COc1ccc(CNC(=O)CCS(=O)(=O)c2ccc3nc(C)sc3c2)cc1 | -5 | -10 | 1 | 0 | 1 | -10 | 0.0 | -10 | 4 | 2
CC(=O)Nc1ccc(C(=O)N2CCCC(c3cc(C(=O)NCc4ccc(F)cc4)no3)C2)cc1 (centres undefined) | 1 | 0 | 2 | 4 | -2 | 4 | -0.3 | 5 | 4 | 5
C/C(=N\N=C1/NC(=O)C(C)S1)c1ccco1 (centres undefined) | 4 | 6 | 5 | 0 | 5 | 6 | -0.2 | 6 | 1 | 3
COc1ccc([C@H]2C[C@@H](n3cc(C4CC4)nn3)[C@H](O)CN2CC2CCCCC2)cc1 | -1 | -2 | 0 | 0 | -6 | 0 | 0.0 | 0 | 5 | 0
CCc1cccc(C)c1NS(=O)(=O)c1cccs1 | 0 | -3 | 6 | -13 | -1 | -11 | 0.3 | 12 | 0 | 3
CCn1c(Cc2ccc(OC)cc2)nc2ccccc21 | 3 | -3 | -5 | -4 | 4 | -12 | -0.5 | 7 | 0 | 1
Cc1cccc(C)c1NC(=O)c1csc([C@H]2C[C@H](O)[C@@H](CO)O2)n1 | -4 | 13 | -5 | -4 | 3 | -3 | -0.3 | -20 | -3 | 3
CCc1c(-c2cccc(OC)c2)ncn1CCc1ccccc1OC | -5 | 7 | 2 | -4 | -1 | 1 | 0.3 | -10 | 0 | 3
Cc1cccc(C(=O)NCCNC(=O)c2ccco2)c1 | -5 | 3 | -10 | 7 | 3 | -2 | -0.5 | 0 | -2 | 0
Cc1ccc2nc(SCc3nc4c(cnn4-c4ccccc4)c(=O)[nH]3)[nH]c2c1 | 2 | -3 | 9 | 7 | 2 | 0 | 0.2 | 0 | 3 | -3
Cc1ccc(C)c(OCC(=O)Nc2cc(C(=O)O)cc(C(=O)O)c2)c1 | 1 | -8 | 7 | 0 | 2 | 5 | 0.3 | 3 | 7 | 2
CCN(CC)c1ccc(/C=N/NS(=O)(=O)c2cccc([N+](=O)[O-])c2)cc1 | -1 | 7 | -2 | 0 | 1 | -4 | 0.1 | -7 | -4 | 3
O=C(COC(=O)c1nc(Cl)ccc1Cl)Nc1ccc2c(c1)OCO2 | 0 | 4 | 14 | -3 | -1 | -17 | 0.6 | 6 | 5 | 9
CC[C@]12c3[nH]c4ccccc4c3CCN1C(=O)C(CC(=O)NCCc1ccccn1)C[C@@H]2C(=O)N1CCN(C(=O)c2ccco2)CC1 (some centres undefined) | 0 | 9 | -3 | 10 | 3 | -2 | -1.2 | -9 | 1 | -1
CC(=O)Nc1ccc(C(=O)CSc2nc3ccccc3n2CC(=O)N2CCCC2)cc1 | 1 | 8 | -5 | 8 | -14 | -1 | 0.4 | -2 | 1 | 4
O=C(CSc1nc2ccccc2c(=O)n1NC(=O)Cc1ccccc1)NCc1ccco1 | -5 | 16 | 8 | 0 | -1 | -2 | -0.5 | -2 | -4 | -1
CCOC(=O)c1cc2c(s1)-c1c(C)cccc1OC2 | -142 | -17 | 1 | 1 | -3 | 8 | -162 | i | 1 | -298
COC(=O)c1[nH]c(=O)c2ccccc2c1OCc1ccccc1 | -7 | -3 | -10 | -2 | -1 | 7 | 0.6 | -14 | 3 | 2
COc1ccc(-c2cc(C(F)F)n3ncc(C(=O)N4CCN(C)CC4)c3n2)cc1 | -151 | -3 | 12 | 0 | 1 | 5 | 15* | -462 | 0 | i
O=C(Cc1ccc(Cl)cc1)NCCS(=O)(=O)N1CCN(c2ccccc2F)CC1 | -3 | 3 | -6 | 1 | 7 | -6 | 0.2 | -9 | -2 | 1
O=C1c2ccccc2NC(c2ccc(-c3cccc(F)c3)o2)N1O (centres undefined) | -14 | -4 | -21 | 4 | 1 | -6 | 1.9 | -66 | 0 | -38
CC(C)(C)OC(=O)NCCCCCc1nnc(SCC(N)=O)o1 | -1 | -7 | -3 | -3 | 2 | 3 | -0.1 | 1 | 1 | 2
Cc1ccc2c(c1)N(C(=O)CSc1nncn1C)C(C)(C)c1ssc(=S)c1-2 | 8.8* | 7 | -5 | -4 | 1 | -28 | 0.9 | 15 | 0 | 8
Cc1ccc(/C=N/NC(=O)c2cccc([N+](=O)[O-])c2)o1 | -1 | -2 | -9 | -4 | 2 | 1 | 0.5 | -2 | 0 | 0
O=C(CCN1C(=O)C2CCCCC2C1=O)Nc1nc2ccc(F)cc2s1 (centres undefined) | 2 | -14 | 9 | 9 | -3 | 2 | 0.0 | -10 | -1 | 2
